Bioassay records deposited in PubChem BioAssay by several laboratories.
Yeast growth inh = growth inhibitors of yeast BB579 in restrictive medium, primary screen, yeast lifespan-shortening project, S. cerevisiae. OD615, 48 h. inhibition, % at 10 µM. 140,000 tested, 0.51% active;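 active = inhibition above a set limit, 3 SD over the mean compound inhibition, cut at about 44% in these data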; note: inactives centre near -24
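Test system: Saccharomyces cerevisiae DeaD strain BB579, replicative lifespan model yeast | Buffer or medium: Restrictive CSMM-D medium | Doses: One dose, 10 µM compound with 0.25% DMSO | Incubation: 48 h exposure, 30 °C | Detection: Culture absorbance at 615 nm | Control set: Amphotericin B at 10 µg/mL as positive control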
Measles CPE = compounds protecting cells from measles virus cytopathic effect, primary screen, measles RdRp inhibitor project, single point, MLSMR library, absorbance. 140,000 tested, 1.5% active. protection (pct of control), % at 4 µM. Measles virus-infected cells, CPE protection. AID 841, 2007; in the data active = protection mostly above about 24%, no sharp cut-off; inactive = mostly below about 26%; note: some compounds called inactive have numbers as strong as hits
MRP-1 activ = H69AR viability gain despite doxorubicin, primary screen, MRP-1 activator project, H69AR cells, CellTiter-Glo; viability increase, % at 10 µM; 140,000 tested, 0.61% active; viability rescue;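 active = viability gain under doxorubicin at or above a set limit, the compound median plus 3 SD, cut at about 4.7% in these data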;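 note: MRP-1 overexpressing cells given doxorubicin 25 µM after compound pretreatment; 18-22 h compound pretreatment then 72 h with doxorubicin before readout; 0% = doxorubicin-only wells and 100% = vehicle-treated cells without doxorubicin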
Phagocytosis inh = inhibitors of macrophage phagocytosis, primary screen, imaging, J774A.1 cells, IgG beads; 110,000 tested, 0.07% active; J774A.1 macrophage IgG-bead phagocytosis; AID 1029, 2008; inhibition, % at 5 µM;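 active = inhibition above the mean of the plate negative controls plus 5 SD, cut at about 13% in these data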;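 note: phagocytic index as fraction of beads internalized from green versus red external bead signal; plate controls were DMSO negative control for no effect and cytochalasin-D positive control for full effect; some results beyond the cut were filed as inactive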
bCat KO growth = primary screen for growth suppressors in beta-catenin knockout HCT116 cells (colon tumor, human); HCT116 beta-catenin knockout viability, CellTiter-Glo, 60 h; stronger effect = lower value; viability, % at 10 µM; 140,000 tested, 1.5% active; AID 818, 2007;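 active = viability at or under a set limit, the compound median less 4 SD, cut at about 6% in these data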;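 note: 0% = Hyamine 1622 control at 20 µM and 100% = untreated cell control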
HCT116 PTEN-null = growth suppression of PTEN-null HCT116, primary screen, cell-based, CellTiter-Glo | 140,000 tested, 1.2% active | HCT116 PTEN-null viability, 60 h; stronger effect = lower value | viability, % at 10 µM | AID 827, 2007;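 active = viability at or below a set limit, 4 SD under the median of all tested compounds, cut at about 3.7% in these data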;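 note: PTEN knockout HCT116 line with beta catenin targeted HCT116 as companion control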
Yeast life ext = compounds extending yeast replicative lifespan, primary screen, S. cerevisiae, OD615; S. cerevisiae growth with nicotinamide; deaD strain in restrictive glucose medium; inhibition of the nicotinamide effect, % at 10 µM; 130,000 tested, 0.68% active; AID 775, 2007;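 active = inhibition above a set limit, placed 3 SD over the median of all compounds, cut at about 26% in these data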;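 note: 0% = nicotinamide-treated wells and 100% = cells grown without nicotinamide; some compounds called inactive have numbers as strong as hits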
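Buffer or medium: CSMM-D glucose medium, restrictive; test system: modified budding yeast, DeaD strain; compound: single dose 10 µM compound, 0.25% DMSO; schedule: culture preincubation 4 h, compound exposure 48 h, both 30 °C; detection: optical density (absorbance) at 615 nm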
E-sel TNF inh = E-selectin induction blockers in HUVEC – imaging, immunofluorescence, high content, primary screen; AID 1246, 2008; HUVEC TNFa-induced E-selectin immunofluorescence; 120,000 tested, 0.71% active; inhibition, % at 2 µM;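 active = inhibition above the batch mean plus 3 SD, and confirmed as a hit on visual image review, cut at about 43% in these data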;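 note: 0% = TNF-stimulated DMSO wells and 100% = unstimulated control wells; not every result past the cut was called active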
NPY-Y2 antag = NPY-Y2 receptor antagonists, primary screen, cell-based; NPY-Y2 expressing cells, antagonist mode; AID 793, 2007; inhibition, % at 2.7 µM; Neuropeptide Y receptor type 2 (Homo sapiens), P49146; 140,000 tested, 0.99% active; in the data active = inhibition above about 17%;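 note: 0% = vehicle with agonist challenge and 100% = reference antagonist with challenge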
Target sequence (P49146 whole entry, looked up): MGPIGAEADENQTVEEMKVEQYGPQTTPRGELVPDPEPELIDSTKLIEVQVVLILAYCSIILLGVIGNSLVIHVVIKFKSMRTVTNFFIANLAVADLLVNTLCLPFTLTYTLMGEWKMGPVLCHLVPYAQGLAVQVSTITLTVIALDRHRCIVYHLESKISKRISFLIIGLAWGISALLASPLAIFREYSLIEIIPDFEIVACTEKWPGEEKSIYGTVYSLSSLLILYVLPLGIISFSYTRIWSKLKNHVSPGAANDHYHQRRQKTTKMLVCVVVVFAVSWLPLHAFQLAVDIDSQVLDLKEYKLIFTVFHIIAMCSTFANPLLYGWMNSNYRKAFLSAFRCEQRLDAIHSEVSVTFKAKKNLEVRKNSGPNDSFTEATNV
GALR2 antag = GALR2 antagonists in receptor-expressing cells, primary screen | 140,000 tested, 0.39% active | Galanin receptor type 2 (Homo sapiens), O43603 | inhibition, % at 4 µM | AID 828, 2007 | antagonist mode; in the data active = inhibition above about 27%;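 note: cells stimulated with galanin 1-16 at roughly its EC80; 0% = agonist challenge control and 100% = basal control without agonist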
Target sequence (O43603 whole entry, looked up): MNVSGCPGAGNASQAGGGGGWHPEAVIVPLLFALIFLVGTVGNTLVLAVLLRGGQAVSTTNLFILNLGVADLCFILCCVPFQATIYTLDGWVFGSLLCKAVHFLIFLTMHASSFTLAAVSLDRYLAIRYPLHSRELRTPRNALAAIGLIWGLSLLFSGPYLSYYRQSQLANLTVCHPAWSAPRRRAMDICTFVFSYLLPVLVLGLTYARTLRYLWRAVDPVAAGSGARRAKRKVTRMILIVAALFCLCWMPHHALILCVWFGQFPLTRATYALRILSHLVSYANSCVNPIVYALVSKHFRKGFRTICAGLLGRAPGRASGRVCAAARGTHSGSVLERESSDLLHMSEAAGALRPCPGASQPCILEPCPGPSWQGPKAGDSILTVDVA
* marks the source's active call; other numbers are inactive results; . = no result given.

SMILES	Yeast growth inh	Measles CPE	MRP-1 activ	Phagocytosis inh	bCat KO growth	HCT116 PTEN-null	Yeast life ext	E-sel TNF inh	NPY-Y2 antag	GALR2 antag
COc1cc(OC)cc(C(=O)N[C@H](C(=O)OCC(=O)Nc2ccc(C)cc2C)C(C)C)c1	-31	5	-2.6	0	88	83	3	12	1	2
Cc1ccc(-c2nnc(-c3ccccc3)o2)cc1	-40	10	-1.5	.	78	80	.	11	14	7
CCOc1ccc(N2CC(C(=O)NCc3cccc(C)c3)CC2=O)cc1 (stereo not given)	-38	5	-1.4	.	97	92	-18	-8	3	8
COc1ccc(CNc2nc(NCc3ccc(OC)c(OC)c3)n(C(=O)c3cccs3)n2)cc1OC	-24	10	-3.0	-1	78	70	-4	.	1	7
C/C(CC(=O)NC(C)(C)C)=N\NC(=O)c1ccco1	-19	14	-1.0	-4	90	91	1	.	0	-6
CC1=C(C(=O)OCc2ccccc2)C(c2ccc(C#N)cc2)NC(=O)N1CCCC(=O)O (stereo not given)	-24	31*	1.6	.	98	103	0	.	1	-2
CC(NC(=O)/C(=C\c1cccc([N+](=O)[O-])c1)NC(=O)c1ccco1)C(=O)O (stereo not given)	-25	5	-2.8	.	92	100	-1	9	7	4
O=C(C(c1ccccc1)c1ccccc1)N1CCOCC1	-16	2	-2.1	0	94	98	0	.	2	5
CCOc1ccc(S(=O)(=O)Nc2ccc(S(=O)(=O)Nc3cc(OC)ccc3OC)cc2)cc1	-56	3	-1.4	-1	102	.	1	-1	2	-18
O=C1CC(c2ccco2)CC(O)=C1C=NCC1CCNCC1 (stereo not given)	-11	9	1.8	1	97	105	-11	.	3	-4
COC(=O)c1cc(C(=O)Nc2cccc(C)n2)cc([N+](=O)[O-])c1	-28	3	-0.5	0	88	101	-25	-54	4	-10
CCOc1ccc(N2C(=O)CC(N3CCC(NC(=O)Nc4ccccc4)CC3)C2=O)cc1 (stereo not given)	-56	17	-2.6	-1	85	86	-4	3	3	6
Cn1cccc1Cc1nnc(SCC(=O)NCc2ccco2)n1CCc1ccccc1	-22	14	-3.1	-1	92	103	-4	.	0	-8
CC(/C=C/C=C/c1ccccc1)=N/NC(=O)CNc1ccccc1C	-25	10	-2.6	0	84	84	-2	8	2	4
CC(C)(C)NC(=O)C(Cc1ccccc1)NS(=O)(=O)c1ccc2c(c1)CCC(=O)N2 (stereo not given)	-20	14	-2.8	0	89	89	-23	-14	1	-8
O=C(CCSCCc1ccccn1)Nc1c(F)cc(F)cc1Br	-34	10	-0.7	-4	104	99	6	-5	5	-2
N#CC1=C2SCN(Cc3ccco3)CN2C(=O)CC1c1c(F)cccc1Cl (stereo not given)	-13	5	-3.7	.	80	97	-7	1	3	6
COc1ccc(N=C(C)C2=C(O)c3ccccc3C2=O)cc1	-7	11	-0.4	.	86	93	-7	32	6	2
OCCNCCCCOc1ccc(F)cc1	-9	48*	-2.5	.	88	86	-14	15	1	11
O=C(Nc1ccc2c(c1)OCO2)C1CCN(S(=O)(=O)c2cccs2)CC1	-14	12	-2.0	.	81	76	-7	1	-2	-4
CS(=O)(=O)N1CCc2cc(C(=O)O)ccc21	-30	2	-1.1	8	94	85	-12	-25	3	9
Cc1cc(C)nc(SCc2nc3nc(C)cc(C)n3c2Br)n1	-31	17	-2.6	0	101	96	-4	5	-2	-6
CCCCCCN(C(=O)CCCCCN1C(=O)NC(c2ccc(-c3ccccc3)cc2)C(C(=O)OCc2ccccc2)=C1C)C(C)C(=O)NCCCC (stereo not given)	-26	3	-3.8	.	55	62	19	-2	-4	-11
COc1ccc(NC(=S)NN2C(C)CCCC2C)cc1 (stereo not given)	-22	4	-2.4	-10	79	94	0	.	4	-22
O=C(Cn1cc(C(=O)COc2ccccc2)c2ccccc21)NCc1ccco1	-33	18	-3.5	3	95	97	0	5	3	2
COc1ccc(/C(O)=C2/C(=O)C(=O)N(CCN(C)C)C2c2ccc(C)cc2)cc1Cl (stereo not given)	-14	5	-1.3	0	95	98	0	-18	1	0
CC1=CS/C(=C(/C#N)C(=O)N2CCCCC2)N1c1ccccc1	-5	33*	-1.4	-1	91	100	-5	25	1	-6
CCc1ccc(CCC(=O)Nc2ccc(C(C)=O)cc2)o1	-18	20	-0.3	.	95	103	.	-13	-1	2
CCOc1ccccc1N(C(=O)CNC(=O)c1ccco1)C(C(=O)NC1CCCC1)c1cccnc1 (stereo not given)	-74	17	-1.1	0	84	94	-5	-11	1	2
C=CCNC(=O)c1onc(CSc2cc(C)ccc2C)c1C(=O)O	-62	34*	-0.6	.	104	100	-1	-3	8	2
CC(C)CC(=O)NC(NC(=S)Nc1cccc2cccnc12)C(Cl)(Cl)Cl (stereo not given)	-58	.	3.5	1	45	61	4	19	5	-2
COc1ccccc1Oc1ccc(S(=O)(=O)N2CCCC2)cc1	-59	5	-3.2	-2	74	83	-6	-36	3	7
C/C(=N\NC(=O)c1ccc(=O)[nH]n1)c1cccnc1	-2	10	-0.2	-3	96	99	-1	-4	1	2
O=C(CSc1cn(Cc2cccc(F)c2)c2ccccc12)NCc1ccc(F)cc1	-16	10	-2.1	.	94	97	6	-22	6	-7
COc1ccc(C(C(=O)NC2CCCC2)N2CCc3ccccc32)cc1 (stereo not given)	-25	11	-2.9	0	103	97	-4	-18	0	13
O=[N+]([O-])c1ccc(OC/C=C2\Oc3ccc([N+](=O)[O-])cc3C2N2CCOCC2)cc1 (stereo not given)	-59	5	-1.6	0	63	69	-10	-51	11	-5
Cc1c(NCc2cc(Cl)cc(Cl)c2O)c(=O)n(-c2ccccc2)n1C	-40	7	-2.3	-1	59	60	4	17	5	-8
CN(C)CCNc1nc(-c2ccco2)c2c(c1C#N)CC(C)(C)OC2	-26	29	-2.7	0	84	86	-8	-1	6	2
O=[N+]([O-])c1cccc(/C=N/n2cnnc2)c1O	76*	4	-0.4	-8	97	99	-9	0	1	-8
O=C(NCc1cccnc1)C1CCN(S(=O)(=O)c2cccnc2)CC1	-18	6	1.1	.	100	113	-3	-37	1	2

Part of the list above, with values under each structure.
Values run as follows: Yeast growth inh, Measles CPE, MRP-1 activ, Phagocytosis inh, bCat KO growth, HCT116 PTEN-null, Yeast life ext, E-sel TNF inh, NPY-Y2 antag, GALR2 antag
CS(=O)(=O)N1CCc2cc(C(=O)O)ccc21
 : -30, 2, -1.1, 8, 94, 85, -12, -25, 3, 9
O=C(CSc1cn(Cc2cccc(F)c2)c2ccccc12)NCc1ccc(F)cc1
 : -16, 10, -2.1, ., 94, 97, 6, -22, 6, -7

More records
SMILES	Yeast growth inh	Measles CPE	MRP-1 activ	Phagocytosis inh	bCat KO growth	HCT116 PTEN-null	Yeast life ext	E-sel TNF inh	NPY-Y2 antag	GALR2 antag
NC(=O)c1sc2nc3c(c(-c4cccs4)c2c1N)CCCCC3	-14	61*	-2.5	0	97	97	-1	14	0	9
Cc1ccc(C2c3c(oc4cc(C)c(C)cc4c3=O)C(=O)N2CCCN2CCOCC2)cc1 (stereo not given)	.	.	.	-2	.	.	.	-3	3	6
OC(CNCC1CCCO1)COc1ccc(OCC(O)CNCC2CCCO2)cc1 (stereo not given)	-13	6	1.5	.	95	100	.	-10	1	-2
Cc1ccc(C(=O)Nc2ccc3nccnc3c2)cc1	-59	3	-1.4	.	88	93	-11	-14	1	-7
COc1ccc(S(=O)(=O)NN(C)C)cc1N(C)S(=O)(=O)c1ccc(Cl)cc1	-1	17	-2.1	-2	107	100	-2	.	0	-2
O=C(Cc1ccc(Cl)cc1)NCCS(=O)c1ccc(Cl)cc1 (stereo not given)	6	19	-1.2	0	93	98	-16	-7	1	12
CCOC(=O)c1[nH]c2ccc(Br)cc2c1NC(=O)CCN1CCCCC1	-68	0	-1.0	-1	50	65	-15	-21	3	8
CCOc1cccc(N(C(=O)Cc2cccs2)C(C(=O)NC2CCCCC2)c2cccn2C)c1 (stereo not given)	-4	13	-2.8	.	76	67	.	-6	14	-3
Cc1ccc(-n2c3c(cc(C(=O)NC4CCSC4=O)c2=O)C(=O)CC(C)(C)C3)cc1 (stereo not given)	4	48	-2.1	-2	97	98	-12	-6	1	-10
O=C(CSc1nnc(Cc2ccccc2)o1)N1CCCc2ccccc21	-65	9	-1.0	-2	108	114	-1	-4	6	10
CCOc1ccc(OCC)c(NC(=O)CN2CCC(NC(=O)c3cccc(F)c3)CC2)c1	-1	7	-4.3	2	65	66	-6	.	6	1
CCOC(=O)c1sc(NS(=O)(=O)c2ccc(C)cc2)nc1C	-39	17	-0.6	.	94	105	-5	3	8	12
CN1CCN(C(=O)c2cc3c(C(F)(F)F)nn(C)c3s2)CC1	-10	4	-1.2	2	94	92	-14	.	1	1
C=CCn1c(N2CCCCCC2)nc2c1c(=O)n(C)c(=O)n2C	-41	3	-0.6	1	94	108	-8	-2	5	-5
O=C(O)c1cc(-c2ccccn2)n[nH]1	-10	14	-0.1	-1	103	96	-13	.	1	-2
CN(C)CCC(c1ccccc1)c1ccccn1 (stereo not given)	-11	77	-0.3	.	89	93	5	.	3	-6
CN(C)c1ccc(C2OC(=O)C3(CCCC3)C(=O)C2(C)C)cc1 (stereo not given)	-40	15	0.2	-1	92	103	-8	27	0	-14
Cc1ccc(NC(=S)NNC(=O)CCn2cc(C)cn2)cc1	-9	29	-1.2	-2	96	87	4	-23	5	-1
O=[N+]([O-])c1cc(/C=N/O)ccc1SCc1ccccc1Cl	-20	9	-3.6	.	101	82	-10	3	0	-9
O=C(CSc1nnc(-c2cccnc2)n1Cc1ccccc1)NCc1ccccc1	-51	5	-3.7	.	82	95	.	17	1	15
CNC(=O)COC(=O)c1ccccc1Oc1ccccc1	-20	9	-2.9	0	97	91	-2	-12	3	-12
CCC1C(=O)c2ccccc2N(C)C1=O (stereo not given)	-3	5	-1.7	-4	88	90	5	.	1	-4
O=C1N/C(=C/c2cccn2-c2ccc(F)cc2)C(=O)N1Cc1ccccc1F	-29	3	-3.0	-11	95	88	1	.	-1	9
CCC(C)NC(=O)CC(NS(=O)(=O)c1ccc(Cl)cc1)c1ccco1 (stereo not given)	-46	9	-1.2	-1	104	98	-2	-19	1	7
COc1cc2c(cc1NC(=O)CCCN1C(=O)CCC1=O)oc1ccccc12	-59	22	-0.2	.	97	94	-20	5	0	-5
O=C(Nc1nc2ccccc2[nH]1)C1CCN(S(=O)(=O)c2cccs2)CC1	-86	13	-0.9	-1	85	91	-7	-1	1	2
COC(=O)[C@H](CCSC)NC(=O)NCc1ccccc1F	-24	9	-1.3	1	93	98	-5	-5	-1	-5
